Source: PubChem BioAssay (several laboratories)
hERG rescue: hERG rescue from dofetilide block, primary screen, cell-based, CHO-hERG, FluxOR thallium flux, dofetilide IC70. Voltage-gated inwardly rectifying potassium channel KCNH2 (Homo sapiens), Q12809. dofetilide IC70 present. activation (rescue from dofetilide block), less the hit threshold, % at 10 µM. 0.51% of 310,000 active;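 active = activation above the mean of controls blocked by dofetilide plus 5 SD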;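 note: thallium influx through hERG after potassium depolarization seen as dye fluorescence rise; in these data hits start at about 4.7%; inactives centre near -7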
KCNK9 inh: KCNK9 potassium channel inhibitors, primary screen, HEK293 cells, thallium flux. FluxOR thallium flux fluorescence; stronger effect = lower value. B-score at 10 µM. 1.2% of 310,000 active;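 active = ratio B-score over 3 SD below the library mean, with starting fluorescence within 5 SD of its mean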;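 note: negative B-score means less thallium flux so channel inhibition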
TMEM16A act: TMEM16A chloride channel activators or potentiators, primary screen, cell-based, HTS. HEK293 TMEM16A/YFP-H148Q/I152L, iodide quench fluorescence; stronger effect = lower value. B-score at 10 µM. 0.3% of 340,000 active. AID 623877, 2012;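 active = fluorescence-ratio B-score plate-corrected deviation score at least 3 library SD below zero, with starting fluorescence score within 5 deviations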;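 note: channel opened by trigger with iodide after compound preincubation; score built on the fluorescence ratio of max minus min over baseline; more negative score means more quench and so TMEM16A activation or potentiation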
TMEM16A inh: TMEM16A chloride channel inhibitors, primary screen, cell-based, HTS | Anoctamin-1 (Mus musculus), Q8BHY3 | HEK293 TMEM16A/YFP iodide influx fluorescence, ionomycin | normalized B-score (activity score, 25-100; higher = stronger inhibition) at 10 µM | 1.2% of 310,000 active | AID 588511, 2011;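 active = ratio plate-corrected score three or more library SD toward inhibition, starting fluorescence score within five deviations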;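 note: score derived from kinetic fluorescence span divided by baseline fluorescence per well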
SKKanGAS inh: S. pyogenes SKKanGAS growth inhibitors in kanamycin, primary screen, streptokinase expression inhibitor project, SKKanGAS strain, BacTiter-Glo luminescence. 1.3% of 300,000 active. 6 h. inhibition, % at 7.5 µM;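 active = mean replicate score, as percent of positive control median, at least 50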;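 note: strain carries kanamycin resistance gene driven by streptokinase promoter and grows in 40 µg/ml kanamycin; loss of luminescence reflects streptokinase promoter inhibition or plain growth inhibition; 0% = median of DMSO wells and 100% = positive control at its reference dose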
KCNQ1 inh: inhibitors of human KCNQ1 channel, primary screen, cell-based, thallium flux, high-throughput. Potassium voltage-gated channel subfamily KQT member 1 (Homo sapiens), P51787. CHO-K1 KCNQ1, FluxOR thallium flux fluorescence; stronger effect = higher value. B-score at 10 µM. 1.3% of 310,000 active;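 active = compounds whose thallium flux B-score, printed positive for inhibition, exceeds three library SD while starting fluorescence stays within three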;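 note: channel opened by potassium depolarization with thallium stimulus after 20 min compound exposure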
KCNK3 inh: human KCNK3 channel inhibitors, primary screen, CHO cells, FluxOR thallium flux, B-score; FluxOR fluorescence; stronger effect = lower value; 0.84% of 340,000 active; AID 602410, 2012; Potassium channel subfamily K member 3 (Homo sapiens), O14649; B-score at 10 µM;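 active = B-score under library mean minus 4 SD, starting fluorescence ratio at most library mean plus 5 SD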;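 note: more negative B-score means stronger inhibition of thallium flux through KCNK3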
Target sequence (O14649 whole entry, looked up): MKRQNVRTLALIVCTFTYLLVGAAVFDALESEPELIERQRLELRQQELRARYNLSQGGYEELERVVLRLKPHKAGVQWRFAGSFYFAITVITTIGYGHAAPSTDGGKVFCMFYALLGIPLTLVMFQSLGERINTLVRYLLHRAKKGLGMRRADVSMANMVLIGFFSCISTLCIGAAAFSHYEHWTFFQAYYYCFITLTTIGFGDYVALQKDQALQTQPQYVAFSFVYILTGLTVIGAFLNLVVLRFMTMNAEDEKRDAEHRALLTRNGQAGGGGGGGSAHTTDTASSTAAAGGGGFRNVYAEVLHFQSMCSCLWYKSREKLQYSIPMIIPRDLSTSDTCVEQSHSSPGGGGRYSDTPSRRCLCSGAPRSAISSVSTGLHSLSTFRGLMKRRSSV
RGS4 inh: RGS4 inhibitors, primary screen, cell-based, HEK293 M3R inducible RGS4, calcium flux; Fluo-4 calcium flux; stronger effect = higher value; triggered by carbachol at its EC20; B-score at 10 µM; 0.45% of 310,000 active; AID 463165, 2010;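 active = B-score, a plate-corrected calcium signal, over three deviations above library mean, with baseline fluorescence within five deviations of library mean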;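 note: RGS4 expression induced by doxycycline in cells with stable M3 receptor; B-score is computed from the integrated fluorescence ratio over baseline after carbachol; higher B-score means a larger calcium signal and so more RGS4 inhibition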
Target sequence (P49798 whole entry, looked up): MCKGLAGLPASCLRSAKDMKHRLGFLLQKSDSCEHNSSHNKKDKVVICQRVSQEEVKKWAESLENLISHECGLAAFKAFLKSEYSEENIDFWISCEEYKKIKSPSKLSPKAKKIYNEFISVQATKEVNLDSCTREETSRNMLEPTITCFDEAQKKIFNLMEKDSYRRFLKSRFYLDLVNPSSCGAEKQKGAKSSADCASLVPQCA
HDAC3 inhib: HDAC3 deacetylase inhibitors, primary screen, biochemical, fluorescence, cell-free homogeneous. Histone deacetylase 3 (Homo sapiens), O15379. recombinant HDAC3, fluorogenic peptide/trypsin coupled. inhibition, % at 8.3 µM. 0.15% of 320,000 active; in the data active = inhibition above about 26%, passing the limit was not always enough
Target sequence (O15379 whole entry, looked up): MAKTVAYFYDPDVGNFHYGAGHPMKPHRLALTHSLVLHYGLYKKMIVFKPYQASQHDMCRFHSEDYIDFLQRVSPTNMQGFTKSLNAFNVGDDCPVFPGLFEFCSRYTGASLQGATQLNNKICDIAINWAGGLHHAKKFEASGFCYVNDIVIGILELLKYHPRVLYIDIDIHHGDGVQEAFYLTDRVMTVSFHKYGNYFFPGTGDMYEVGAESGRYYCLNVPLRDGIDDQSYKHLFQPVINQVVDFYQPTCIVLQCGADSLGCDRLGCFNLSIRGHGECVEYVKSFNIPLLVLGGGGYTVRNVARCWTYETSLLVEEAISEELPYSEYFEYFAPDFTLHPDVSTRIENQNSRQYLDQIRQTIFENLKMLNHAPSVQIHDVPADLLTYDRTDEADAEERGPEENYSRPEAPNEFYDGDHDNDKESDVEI
KCNQ1 act: potentiators or activators of KCNQ1 channel, primary screen, cell-based, thallium flux, high-throughput; Potassium voltage-gated channel subfamily KQT member 1 (Homo sapiens), P51787; CHO-K1 KCNQ1, thallium flux FluxOR fluorescence; stronger effect = higher value; B-score at 10 µM; 0.35% of 310,000 active; AID 2648, 2010;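 active = fluorescence ratio B-score, a plate-corrected score, at least three library SD, with initial intensity B-score within 5 SD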
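Doses: Single concentration per compound, DMSO matched to controls | Test system: KCNQ1-transfected CHO-K1 cells | Timing: 90 min dye loading and 20 min compound exposure, both at room temperature | Measured by: Kinetic FluxOR thallium fluorescence, 10-s 1-Hz baseline, 110-s post-stimulus read | Medium: Assay buffer with matched DMSO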
RGS4 act: RGS4 potentiators or activators, primary screen, cell-based, HEK293 M3R inducible RGS4, calcium flux. carbachol calcium flux Fluo4; stronger effect = lower value. AID 463111, 2010. B-score at 10 µM. 0.92% of 310,000 active;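 active = B-score of the integrated calcium signal more than 4 SD below the library mean, with starting fluorescence not abnormally high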;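 note: negative B-score means reduced calcium response which marks RGS4 activation or potentiation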
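Assay system: HEK293 FlpIn-TREx cells, stable M3R, doxycycline-inducible RGS4 / Probe or stimulus: carbachol, ECmax concentration / Times: overnight RGS4 induction, 30 min dye load 37 °C, 20 min compound RT / Signal: kinetic calcium fluorescence imaging with Fluo4-AM dye, 2 µM / Measure: Agonist-evoked peak-minus-minimum fluorescence over baseline, integrated ratio, B score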
* = called active by the depositor.

For COc1cc(CNCCN2CCOCC2)ccc1OCc1c(Cl)cccc1Cl the results were hERG rescue -7, KCNK9 inh inactive, TMEM16A inh inactive, SKKanGAS inh -6, KCNQ1 inh inactive, RGS4 inh inactive, HDAC3 inhib 0, KCNQ1 act inactive and RGS4 act inactive.
`CC(C)CCNC(=O)[C@H](Cc1ccccc1)N1Cc2ccccc2C1=O` gave hERG rescue -10, KCNK9 inh inactive, TMEM16A act inactive, TMEM16A inh inactive, SKKanGAS inh 10, KCNQ1 inh inactive, KCNK3 inh inactive, RGS4 inh inactive, HDAC3 inhib 1, KCNQ1 act inactive and RGS4 act inactive.
O=C(Nc1ccc2c(c1)OCO2)c1ccc2c(c1)OCO2 was read as hERG rescue -3, KCNK9 inh inactive, TMEM16A act inactive, TMEM16A inh inactive, SKKanGAS inh 21, KCNQ1 inh inactive, KCNK3 inh inactive, RGS4 inh inactive, HDAC3 inhib -2, KCNQ1 act inactive and RGS4 act inactive.
`O=C1C2C(C(=O)N1Cc1ccco1)C1C=CC2C12CC2` (stereo not given) gave hERG rescue -12, KCNK9 inh inactive, TMEM16A act inactive, TMEM16A inh inactive, SKKanGAS inh -3, KCNQ1 inh inactive, KCNK3 inh inactive, RGS4 inh inactive, HDAC3 inhib -9, KCNQ1 act inactive and RGS4 act inactive.
`Cc1ccccc1C1C(C#N)=C2N=C(N)c3c(sc4c3CCCCC4)N2C2=C1C(=O)CCC2` (stereo not given) gave hERG rescue -16, KCNK9 inh -6.8*, TMEM16A act inactive, TMEM16A inh inactive, SKKanGAS inh 20, KCNQ1 inh inactive, KCNK3 inh inactive, RGS4 inh inactive, HDAC3 inhib 9, KCNQ1 act inactive and RGS4 act inactive.
`COC(=O)c1oc2ccccc2c1NC(=O)c1ccccc1O` gave hERG rescue -15, KCNK9 inh inactive, TMEM16A act inactive, TMEM16A inh inactive, SKKanGAS inh -11, KCNQ1 inh inactive, KCNK3 inh inactive, RGS4 inh inactive, HDAC3 inhib -4, KCNQ1 act inactive and RGS4 act inactive.
Screening O=C(NC1CCCC1)c1ccc(COc2ccccc2Br)o1 returned hERG rescue -12, KCNK9 inh inactive, TMEM16A act inactive, TMEM16A inh inactive, SKKanGAS inh 3, KCNQ1 inh inactive, KCNK3 inh inactive, RGS4 inh inactive, KCNQ1 act inactive and RGS4 act inactive.
CC1CCCN(CC(O)COc2ccc(Cl)cc2)C1 (stereo not given) was read as hERG rescue -6, KCNK9 inh inactive, TMEM16A act inactive, TMEM16A inh inactive, SKKanGAS inh 0, KCNQ1 inh inactive, KCNK3 inh inactive, RGS4 inh inactive, HDAC3 inhib 0, KCNQ1 act inactive and RGS4 act inactive.
`CC(=O)Nc1ccc(/C=N/N2CCCCC2)cc1` gave hERG rescue -8, KCNK9 inh inactive, TMEM16A act inactive, TMEM16A inh inactive, SKKanGAS inh 2, KCNQ1 inh inactive, KCNK3 inh inactive, RGS4 inh inactive, HDAC3 inhib 12, KCNQ1 act inactive and RGS4 act inactive.
Cc1cccc(NCc2ccccc2O)c1C was read as hERG rescue -12, KCNK9 inh inactive, TMEM16A act inactive, TMEM16A inh inactive, SKKanGAS inh 11, KCNQ1 inh inactive, KCNK3 inh inactive, RGS4 inh inactive, HDAC3 inhib 8, KCNQ1 act inactive and RGS4 act inactive.
`O=[N+]([O-])c1ccc(N/N=C/c2cn(-c3ccccc3)nc2-c2ccccc2)cc1` gave hERG rescue -10, KCNK9 inh inactive, TMEM16A act inactive, TMEM16A inh inactive, SKKanGAS inh 14, KCNQ1 inh inactive, KCNK3 inh inactive, RGS4 inh inactive, HDAC3 inhib 2, KCNQ1 act inactive and RGS4 act inactive.
OCC1OC(n2cnc3ccccc32)CC1O (stereo not given) was read as hERG rescue -7, KCNK9 inh inactive, TMEM16A act inactive, TMEM16A inh inactive, SKKanGAS inh -4, KCNQ1 inh inactive, KCNK3 inh inactive, RGS4 inh inactive, HDAC3 inhib 0, KCNQ1 act inactive and RGS4 act inactive.
O=C(CC(c1ccccc1)c1ccco1)N1CCCCC1 (stereo not given) was read as hERG rescue -17, KCNK9 inh inactive, TMEM16A act inactive, TMEM16A inh inactive, SKKanGAS inh 0, KCNQ1 inh inactive, KCNK3 inh inactive, RGS4 inh inactive, HDAC3 inhib 7, KCNQ1 act inactive and RGS4 act inactive.
For Cc1c(C(N)=O)sc2ncn(CC(=O)N(C)C3CCCCC3)c(=O)c12 the results were hERG rescue -7, KCNK9 inh inactive, TMEM16A act inactive, TMEM16A inh inactive, SKKanGAS inh 2, KCNQ1 inh inactive, KCNK3 inh inactive, RGS4 inh inactive, HDAC3 inhib 6, KCNQ1 act inactive and RGS4 act inactive.
For C/C(=N\O)c1ccc2[nH]ccc2c1 the results were hERG rescue -6, KCNK9 inh inactive, TMEM16A act inactive, TMEM16A inh inactive, SKKanGAS inh -8, KCNQ1 inh inactive, KCNK3 inh inactive, RGS4 inh inactive, HDAC3 inhib -2, KCNQ1 act inactive and RGS4 act inactive.
COc1cc(Cl)c(C)cc1Nc1ncccn1 was read as hERG rescue -3, KCNK9 inh inactive, TMEM16A act inactive, TMEM16A inh inactive, SKKanGAS inh 9, KCNQ1 inh inactive, KCNK3 inh inactive, RGS4 inh inactive, HDAC3 inhib 10, KCNQ1 act inactive and RGS4 act inactive.
For COc1ccc2cc(/C=N/NC(=O)c3ccc(CN(c4cccc(Cl)c4Cl)S(C)(=O)=O)cc3)c(Cl)nc2c1 the results were hERG rescue -14, KCNK9 inh inactive, TMEM16A act inactive, TMEM16A inh inactive, SKKanGAS inh 27, KCNQ1 inh inactive, KCNK3 inh inactive, RGS4 inh inactive, KCNQ1 act inactive and RGS4 act inactive.
For Cc1noc(C)c1COC(=O)Cc1ccc(Cl)c(Cl)c1 the results were hERG rescue -2, KCNK9 inh inactive, TMEM16A act inactive, TMEM16A inh inactive, SKKanGAS inh 10, KCNQ1 inh inactive, KCNK3 inh inactive, RGS4 inh inactive, HDAC3 inhib -2, KCNQ1 act inactive and RGS4 act inactive.
Screening COc1ccc(C(=O)N2CCCC(Nc3ccc(C(C)C)cc3)C2)c(OC)n1 (stereo not given) returned hERG rescue -12, KCNK9 inh inactive, TMEM16A act inactive, TMEM16A inh inactive, SKKanGAS inh 10, KCNQ1 inh inactive, KCNK3 inh inactive, RGS4 inh inactive, HDAC3 inhib 12, KCNQ1 act inactive and RGS4 act inactive.
`O=S(=O)(c1ccccc1)N(Cc1cccc(F)c1)c1ccccc1` gave hERG rescue -6, KCNK9 inh inactive, TMEM16A act inactive, TMEM16A inh inactive, SKKanGAS inh 11, KCNQ1 inh inactive, KCNK3 inh inactive, RGS4 inh inactive, HDAC3 inhib -14, KCNQ1 act inactive and RGS4 act inactive.
`C=CCNS(=O)(=O)c1ccc(OC)c(C)c1` gave hERG rescue -5, KCNK9 inh inactive, TMEM16A act inactive, TMEM16A inh inactive, SKKanGAS inh 6, KCNQ1 inh inactive, KCNK3 inh inactive, RGS4 inh inactive, HDAC3 inhib 4, KCNQ1 act inactive and RGS4 act inactive.
COc1ccc(C(=O)N/N=C(\Cc2ncc[nH]2)c2ccccc2)cc1 was read as hERG rescue -9, KCNK9 inh inactive, TMEM16A act inactive, TMEM16A inh inactive, SKKanGAS inh 1, KCNQ1 inh inactive, KCNK3 inh inactive, RGS4 inh inactive, HDAC3 inhib -3, KCNQ1 act inactive and RGS4 act inactive.
For O=C(CNC(=O)c1cccc(F)c1)N/N=C/c1ccc([N+](=O)[O-])s1 the results were hERG rescue -2, KCNK9 inh inactive, TMEM16A act inactive, TMEM16A inh inactive, SKKanGAS inh 19, KCNQ1 inh inactive, KCNK3 inh inactive, RGS4 inh inactive, HDAC3 inhib 10, KCNQ1 act inactive and RGS4 act inactive.
`Cc1ccc(CCNC(=O)c2ccc(NC3=NC4CS(=O)(=O)CC4S3)cc2)cc1` (stereo not given) gave hERG rescue -2, KCNK9 inh inactive, TMEM16A act inactive, TMEM16A inh inactive, SKKanGAS inh -3, KCNQ1 inh inactive, KCNK3 inh inactive, RGS4 inh inactive, HDAC3 inhib 2, KCNQ1 act inactive and RGS4 act inactive.
Screening CCc1nc2ccccc2n1CC(=O)Nc1cc(C)on1 returned hERG rescue -4, KCNK9 inh inactive, TMEM16A act inactive, TMEM16A inh inactive, SKKanGAS inh 5, KCNQ1 inh inactive, KCNK3 inh inactive, RGS4 inh inactive, HDAC3 inhib 0, KCNQ1 act inactive and RGS4 act inactive.
For CC(C)c1nc2cc(Cl)ccc2n(Cc2ccccc2)c1=O the results were hERG rescue -4, KCNK9 inh inactive, TMEM16A act inactive, TMEM16A inh inactive, SKKanGAS inh 14, KCNQ1 inh inactive, KCNK3 inh inactive, RGS4 inh inactive, HDAC3 inhib 5, KCNQ1 act inactive and RGS4 act inactive.
`CCCC(=O)N1CCc2cc(OC)c(OC)cc2C1c1cc2cc3c(cc2[nH]c1=O)OCO3` (stereo not given) gave hERG rescue -12, KCNK9 inh inactive, TMEM16A act inactive, TMEM16A inh inactive, SKKanGAS inh -3, KCNQ1 inh inactive, KCNK3 inh inactive, RGS4 inh inactive, HDAC3 inhib -2, KCNQ1 act inactive and RGS4 act inactive.
For O=C1CSC(c2cccc([N+](=O)[O-])c2)N1CCN1CCCCC1 (stereo not given) the results were hERG rescue -7, KCNK9 inh inactive, TMEM16A act inactive, TMEM16A inh inactive, SKKanGAS inh -2, KCNQ1 inh inactive, KCNK3 inh inactive, RGS4 inh inactive, HDAC3 inhib 3, KCNQ1 act inactive and RGS4 act inactive.
Cc1cc(NC(=O)COC(=O)C2CCC2)no1 was read as hERG rescue -6, KCNK9 inh inactive, TMEM16A act inactive, TMEM16A inh inactive, SKKanGAS inh 2, KCNQ1 inh inactive, KCNK3 inh inactive, RGS4 inh inactive, KCNQ1 act inactive and RGS4 act inactive.
